# LAP4 TOR yeast = modulators of LAP4-GFP expression in yeast, primary screen, S. cerevisiae, multiplex flow cytometry, MLPCN library; 3 h; median GFP as percent of DMSO wells; GFP response vs DMSO, % at 10 µM; 320,000 compounds, 0.34% hits; AID 2023, 2009;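 active means GFP response vs DMSO above a set limit, about the screen mean plus 3 SD, cut at about 150% in these data; inconclusive means under 70 cell events counted for the yeast strain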
# AGP1 TOR yeast = modulators of AGP1-GFP expression in yeast TOR pathway, primary screen, cell-based, multiplex flow cytometry, S. cerevisiae, MLPCN library. 3 h; GFP as percent of DMSO wells. GFP response vs DMSO, % at 10 µM. 320,000 compounds, 0.02% hits. AID 2066, 2009;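 active means GFP response relative to DMSO above a set limit, near screen average plus 3 SD, cut at about 150% in these data; inconclusive means fewer than 70 cells counted for the yeast strain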;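 further: median GFP channel fluorescence of the gated AGP1 strain per well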
# proCasp7 act = procaspase-7 activators, primary screen, counter-screen for procaspase-3 activator project, biochemical, absorbance, HTS, human; recombinant procaspase-7, Ac-DEVD-pNA absorbance 405 nm; D23A/D198A/D206A triple mutant, cannot self-cleave; scale: DMSO 0, 5 µM enzyme 100; activation, % at 8.5 µM; 330,000 compounds, 0.093% hits;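 active means percent activation above the screen-wide mean plus 3 SD, cut at about 25% in these data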
# Target sequence (P55210 whole entry D23A/D198A/D206A): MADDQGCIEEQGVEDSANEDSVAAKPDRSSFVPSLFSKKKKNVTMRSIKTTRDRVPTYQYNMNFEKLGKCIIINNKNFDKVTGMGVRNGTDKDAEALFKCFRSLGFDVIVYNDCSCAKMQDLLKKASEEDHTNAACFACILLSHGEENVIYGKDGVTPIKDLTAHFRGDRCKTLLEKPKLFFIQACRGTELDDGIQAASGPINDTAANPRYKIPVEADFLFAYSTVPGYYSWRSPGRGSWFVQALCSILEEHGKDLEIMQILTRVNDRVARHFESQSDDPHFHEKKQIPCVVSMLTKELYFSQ
#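 Assay system: Uncleavable procaspase-7 mutant enzyme | Input: 2 µM procaspase-7 mutant as dispensed | Timing: 1 h compound preincubation, 2 h substrate cleavage, 25 °C | Repeats: One well per compound | Control set: DMSO wells as 0%, DMSO with 5 µM added PC-7 as 100% | Technique: Epi-absorbance of released pNA at 405 nm, two timepoints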
# RPL19A TOR yeast = RPL19A-GFP expression modulators in yeast, primary screen, cell-based, S. cerevisiae, multiplex flow cytometry, MLPCN. S. cerevisiae RPL19A-GFP strain, 3 h; active compounds read low. percent response vs DMSO, % at 10 µM. 330,000 compounds, 0.3% hits. AID 2025, 2009;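 active means percent response vs DMSO below 50%; inconclusive means fewer than 70 events counted for the yeast strain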;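 further: median channel GFP fluorescence of the barcoded RPL19A-GFP strain; ratio of sample median GFP to plate DMSO average so 100% = DMSO; lower means less RPL19A-GFP as with rapamycin TOR inhibition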
# AHR activator = AHR activators, primary screen, cell-based, luminescence, luciferase reporter, human. AID 2796, 2010. AHR-responsive luciferase reporter cells. 320,000 compounds, 2.5% hits. activation, % at 5 µM. Aryl hydrocarbon receptor (Homo sapiens), P35869; in the data active means activation above about 47%;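 further: 0% = vehicle wells and 100% = reference agonist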
# procasp3 activ = activators of human procaspase-3 D3A mutant, primary screen, biochemical, absorbance, PC-3 D3A mutant, single concentration | Caspase-3 (Homo sapiens), P42574 | recombinant procaspase-3 D3A, Ac-DEVD-pNA absorbance 405 nm | activation, % at 8.5 µM | 330,000 compounds, 0.11% hits | AID 463141, 2010;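 active means activation above the mean of all tested compounds plus 3 SD, cut at about 21% in these data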;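 further: 0% = DMSO alone and 100% = DMSO wells spiked with extra 5 µM PC-3 D3A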
# Target sequence (P42574 whole entry D9A/D28A/D175A): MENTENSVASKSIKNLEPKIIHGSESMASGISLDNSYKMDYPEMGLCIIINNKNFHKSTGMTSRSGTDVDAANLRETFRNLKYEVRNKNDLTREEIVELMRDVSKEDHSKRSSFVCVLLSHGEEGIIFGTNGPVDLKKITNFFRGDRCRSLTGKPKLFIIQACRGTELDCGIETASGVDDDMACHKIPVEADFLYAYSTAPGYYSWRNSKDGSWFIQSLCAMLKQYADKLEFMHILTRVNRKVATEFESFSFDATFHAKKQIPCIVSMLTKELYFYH
#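 Evaluation: percent activation relative to control range; Material: Procaspase-3 D3A mutant, all three cleavage aspartates alanine; Compound: single dose, 8.5 µM nominal compound, 0.8% DMSO; Replication: one well per compound; Signal: absorbance at 405 nm, 0 and 120 min; Schedule: 1 h preincubation plus 2 h reaction at 25 °C.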
# MEP2-GFP yeast = modulators of MEP2-GFP levels in yeast, primary screen, S. cerevisiae, multiplex flow cytometry, MLPCN library; S. cerevisiae MEP2-GFP strain, 3 h; 100% = DMSO control level; GFP response vs DMSO, % at 10 µM; 330,000 compounds, 0.51% hits; AID 2016, 2009;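 active means GFP response versus DMSO above a set limit, roughly screen mean plus 3 SD, cut at about 180% in these data; inconclusive means fewer than 70 cells counted for a yeast strain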;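 further: median GFP fluorescence of the barcode-gated MEP2-GFP cells per well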
# CIT2-GFP yeast = modulators of CIT2-GFP expression in yeast, primary screen, S. cerevisiae, GFP fusion, multiplex flow cytometry, MLPCN library. GFP response vs DMSO, % at 10 µM. 320,000 compounds, 0.065% hits. AID 2029, 2009. S. cerevisiae CIT2-GFP strain, 3 h; 100 means same as DMSO wells;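 active means GFP response relative to DMSO above a set limit, near the screen mean plus 3 SD, cut at about 150% in these data; inconclusive means Fewer than 70 cells measured for a yeast strain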;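 further: ratio of well median GFP fluorescence to mean of DMSO wells on the plate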
# Active calls of the source: *; ? = inconclusive; nt = no result given; [ ] = dose if it differs, or a comment.
item	compound	MEP2-GFP yeast	LAP4 TOR yeast	procasp3 activ	RPL19A TOR yeast	proCasp7 act	AGP1 TOR yeast	CIT2-GFP yeast	AHR activator
1	CCOc1ccc2[nH]c(=O)c(CN(CCc3ccccc3)C(=O)N3CCOCC3)cc2c1	101	103	2	102	9	102	103	0
2	CCc1ccc(N2CC(O)=C(c3nc4ccccc4c(=O)[nH]3)C2=N)cc1	96	115	7	105	3	101	99	-4
3	C/C(CC(=O)NC1CCCC1)=N\NC(=O)c1ccc([N+](=O)[O-])c(Cl)c1	97	95	1	100	3	99	85	1
4	NC(=S)N/N=C/c1cccc(O)c1O	103	102	-12	104	-22	106	98	5
5	Brc1ccc(Oc2nnnn2-c2ccccc2)cc1	102	101	-1	99	-2	94	98	-4
6	CC(C)[C@H](NC(=O)c1ccco1)C(=O)OCC(=O)c1ccc(Br)s1	100	97	3	98	-9	100	104	-1
7	CNC(=O)N/N=C(\N)c1ccccn1	102	110	10	101	1	111	99	-2
8	Cn1cc(Cl)c(C(=O)Nc2cnn(Cc3ccc(F)cc3)c2)n1	102	88	2	112	-4	96	109	19
9	Cc1ccccc1-c1nn(-c2ccc(F)cc2F)cc1CNCC(C)O (stereo not drawn)	116	92	8	106	-4	100	108	2
10	O=C(Nc1ccc(NC(=O)C23CC4CC(CC(C4)C2)C3)cn1)c1ccco1	99	95	-5	99	-7	94	96	0
11	O=C(CN(Cc1ccccc1Cl)C(=O)c1csnn1)NC1CCCC1	118	106	0	104	-5	107	103	3
12	CC(=O)Nc1nc(C2COc3ccccc3O2)cs1 (stereo not drawn)	103	101	5	99	9	102	95	2
13	Cc1cc(F)ccc1S(=O)(=O)Nc1ncnc2scc(-c3ccc(F)cc3)c12	108	96	-5	103	4	97	93	-1
14	CCn1c(-c2ccc(OC)c(OC)c2)n[nH]c1=S	100	96	-14	99	-14	102	106	-1
15	COc1cccc(-n2c(=O)[nH]cc(C(=O)Nc3ccc(NC(C)=O)cc3)c2=O)c1	99	99	4	102	-4	98	103	-1
16	CCc1ccc(CN2CCC(Oc3ccc(C(=O)N4CCCC4)cc3)CC2)cc1	88	74	-2	102	-2	97	102	-1
17	Cc1cc(NC(=O)Cn2cnc3c2c(=O)n(C)c(=O)n3C)n(-c2ccccc2)n1	102	102	7	93	4	99	100	0
18	O=C(O)c1ccc2c(c1)C(=O)N(C(Cc1ccc(O)cc1)C(=O)O)C2=O (stereo not drawn)	97	89	-2	100	-1	102	99	-2
19	CCn1cc(CN2CCc3c([nH]c4ccccc34)C2c2ccc(F)c(OC)c2)c(C)n1 (stereo not drawn)	101	101	3	90	-8	86	93	17
20	CCOC(=O)/C(=N\Nc1ccccc1Cl)N1CC(C)OC(C)C1 (stereo not drawn)	96	79	-7	102	-10	96	79	6

# Random excerpt: four records from the list.
item	compound	MEP2-GFP yeast	LAP4 TOR yeast	procasp3 activ	RPL19A TOR yeast	proCasp7 act	AGP1 TOR yeast	CIT2-GFP yeast	AHR activator
12	CC(=O)Nc1nc(C2COc3ccccc3O2)cs1 (stereo not drawn)	103	101	5	99	9	102	95	2
19	CCn1cc(CN2CCc3c([nH]c4ccccc34)C2c2ccc(F)c(OC)c2)c(C)n1 (stereo not drawn)	101	101	3	90	-8	86	93	17
3	C/C(CC(=O)NC1CCCC1)=N\NC(=O)c1ccc([N+](=O)[O-])c(Cl)c1	97	95	1	100	3	99	85	1
11	O=C(CN(Cc1ccccc1Cl)C(=O)c1csnn1)NC1CCCC1	118	106	0	104	-5	107	103	3

# The listing continues.
item	compound	MEP2-GFP yeast	LAP4 TOR yeast	procasp3 activ	RPL19A TOR yeast	proCasp7 act	AGP1 TOR yeast	CIT2-GFP yeast	AHR activator
21	O=C(O)C1CC1(c1ccccc1)c1ccccc1 (stereo not drawn)	104	93	8	101	6	103	104	-2
22	COc1ccc(OC)c(CNC(=O)CCNC(=O)Cn2ccc3ccccc3c2=O)c1	?	?	16	88[may fluoresce violet]	3	?	?	7
23	C#CCOc1ccc(/C=N/NC(=O)c2cccnc2)cc1OCC	96	92	-1	97	4	101	104	17
24	COc1cccc2cc(C(=O)NCCc3ccccc3)oc12	102	107	4	98	5	101	104	16
25	S=C(NCCc1ccccc1)Nc1ccc(Nc2ccccc2)cc1	94	120	5	93	9	98	81	1
26	COc1ccccc1CC(=O)NC12CC3CC(CC(C3)C1)C2	104	96	2	103	4	101	105	5
27	CC(C)(C)N1C(=O)[C@H]2[C@@H](c3ccc(Br)cc3)N3C(=O)N(c4ccccc4)C(=O)[C@@]3(Cc3ccccc3)[C@H]2C1=O	90	130	-1	100	-4	82	70	-1
28	Cc1cnn(C(=O)c2cc(-c3ccccc3)nc3ccccc23)c1	110	105	10	104	-4	98	96	2
29	Cc1csc(=O)n1CCC(=O)OCC(=O)Nc1ncc(Cl)cc1Cl	106	103	-7	97	-2	102	100	2
30	CCOCCCn1c(=S)[nH]c2cc(C(=O)N3CCN(C4CCCCC4)CC3)ccc2c1=O	102	101	-4	99	10	107	103	1
31	COc1ccc(C(C)=O)cc1CC(=O)Nc1ccc2c(c1)CCC2	91	99	-7	93	-3	93	91	12
32	CCCOC(=O)CCCCC1SCC(NC(=O)OC)C1NC(=O)OC (stereo not drawn)	110	100	-6	99	-4	104	105	-1
33	CC(=O)NCCn1c(SCc2ccccc2C)nc2ccccc2c1=O	101	109	9	103	4	110	102	0
34	Cc1ccc(-c2nnc(N(C)C(=O)c3ccncc3)s2)cn1	102	99	1	99	-5	104	100	-7
35	C=CCn1c(=O)c2c(nc3n2CCCN3CCc2ccccc2)n(C)c1=O	103	110	-1	101	5	106	108	12
36	COc1ccc(C(=O)NNC(=O)CSc2nnc(C(C)C)n2C)cc1	96	84	2	88	-1	89	95	0
37	C=CCOc1ccc(/C=C2\C(=N)N3N=C(S(=O)(=O)CC)SC3=NC2=O)cc1OC	110	93	3	118	2	104	106	2
38	O=C1/C(=C/c2cccc([N+](=O)[O-])c2)CSc2ccc(Cl)cc21	115	nt	-1	107	4	nt	nt	-1
39	O=C(CC1Oc2ccccc2NC1=O)NCCCN1CCOCC1 (stereo not drawn)	105	96	0	99	1	102	107	4
40	COc1ccc(S(=O)(=O)N(C)C[C@H]2Oc3c(NC(=O)Nc4c(C)noc4C)cccc3C(=O)N([C@@H](C)CO)C[C@H]2C)cc1	85	93	-2	91	8	94	94	-1

# Next part; the last two above are carried over.
item	compound	MEP2-GFP yeast	LAP4 TOR yeast	procasp3 activ	RPL19A TOR yeast	proCasp7 act	AGP1 TOR yeast	CIT2-GFP yeast	AHR activator
39	O=C(CC1Oc2ccccc2NC1=O)NCCCN1CCOCC1 (stereo not drawn)	105	96	0	99	1	102	107	4
40	COc1ccc(S(=O)(=O)N(C)C[C@H]2Oc3c(NC(=O)Nc4c(C)noc4C)cccc3C(=O)N([C@@H](C)CO)C[C@H]2C)cc1	85	93	-2	91	8	94	94	-1
41	O=C(NCc1nc2ccccc2[nH]1)C1=C[C@@H](C2CCCCC2)C[C@@H](OCCCCO)O1	102	99	1	117	17	96	93	4
42	Cc1ccccc1C(=O)N1CCC(C(=O)Nc2cc(C(F)(F)F)ccc2N2CCCC2)CC1	100	111	-13	95	-10	101	89	2
43	C=CCC[C@H](Cc1ccc(F)cc1)C(=O)OC[C@@H](Cc1c[nH]c2ccccc12)NC(=O)[C@@H](CC=C)CC(=O)N[C@@H](CO)Cc1ccccc1	102	97	0	97	0	99	85	0
44	O=C(NCc1ccc(F)cc1)c1cc2c(s1)CS(=O)(=O)C2	100	97	0	100	1	105	105	1
45	O=c1c2ccc(Cl)cc2[nH]c(=S)n1CCC1=CCCCC1	108	94	5	112	0	105	104	1
46	CC(=O)c1ccc(NC(=O)CSc2nnc(C3CC3)n2C2CC2)cc1	105	102	3	104	4	105	108	-5
47	CC(=O)c1c(O)cc(=O)oc1-c1ccc(C)cc1	87	87	4	90	-12	97	91	3
48	COc1ccc(OC)c(NC(=O)Nc2ccc(Cl)cc2)c1	101	115	4	93	7	90	85	2
49	c1ccc(-c2nc3cc4ccccc4cc3[nH]2)nc1	106	114	2	87	3	85	82	114*
50	COc1cccc(N=Nc2c(=O)[nH]n3c(=O)cc(C)[nH]c23)c1	99	95	-8	100	2	97	95	5
51	CC1(C)CC(=O)C(C=NCC(O)c2ccccc2)=C(O)C1 (stereo not drawn)	102	100	13	100	6	100	106	-1
52	CCCCN=C1NC(=O)C(CC(=O)Nc2ccc(Cl)cc2)S1 (stereo not drawn)	99	98	6	102	-4	106	102	2
53	COC(=O)Cc1cc(=O)[nH]c(/N=C(\N)Nc2ccccc2)n1	107	101	1	99	-3	104	102	10
54	O=C(O)CCCC(=O)Nc1ccc(N2CCCC2)cc1	109	105	-6	108	-3	108	106	-2
55	Cc1ccccc1C(C(=O)NC1CCCCC1)N(C(=O)c1ccccn1)c1cccnc1 (stereo not drawn)	109	113	1	104	1	116	114	0
56	N#C/C(=C(/O)c1ccc2c(c1)OCO2)c1nc2cc(C(F)(F)F)ccc2s1	108	102	6	108	-1	105	101	15
57	CN(C(=O)COC(=O)CSc1cc(Cl)ccc1Cl)c1c(N)n(Cc2ccccc2)c(=O)[nH]c1=O	99	102	8	98	5	108	104	-1
58	CCOCCCn1c(NN)nc2ccccc2c1=O	95	98	-9	97	4	97	98	1
59	COc1ccccc1C(=O)OCCN1CCOCC1	103	93	0	99	-1	104	99	0
60	O=C(O)c1cc(-c2ccccc2Cl)n[nH]1	93	87	3	96	-4	96	102	-1
61	Cc1ccc2nc(-c3ccncc3)c(NC3CCCC3)n2c1	106	89	-4	102	1	100	105	9
62	CCOC(=O)c1cc[nH]c1CC(=O)NC	103	110	4	104	4	99	98	0
63	CCOc1ccc(-c2cccc(NC(=O)COc3ccccc3)c2)nn1	106	109	7	98	-1	97	97	43
64	O=C(COc1ccc(Cl)cc1Cl)N/N=C/C1CC=CCC1 (stereo not drawn)	102	104	0	101	5	100	114	21
65	CC(C)(C)OC(=O)N[C@@H](COCc1ccccc1)C(=O)N[C@@H](CO)[C@H](O)[C@@H]1C[C@@H]1C(=O)N1CCCC1	109	96	0	103	-7	103	97	1
66	CCOCCOC(=O)C1=C(C)Nc2ccc(C)cc2S1	104	103	-9	97	-18	107	98	3
67	O=C(CN(Cc1ccc(Br)cc1)S(=O)(=O)c1ccccc1)NCc1ccccn1	108	107	4	102	-2	103	105	-3
68	O=C(NCc1ccccn1)C(=O)Nc1ccccc1	112	103	-5	111	-9	96	107	2
69	CC(C)CNc1nc(Oc2ccc(=O)[nH]n2)nc(N(C)C)n1	103	100	6	100	7	101	102	-1
70	CCCCOc1cccc(/C=C(\C#N)C(=O)NC2CC2)c1	100	175*	10	98	3	83	120	3

# Assay outcomes as filed in PubChem.
